HRas wt GTP bind = human HRas wildtype GTP binding, change in either direction; P01112; GST-Ras wt beads, Bodipy-FL-GTP binding, flow cytometry; actives lie on both sides; GTP binding activity, % at 10 µM; 190,000 compounds, 0.14% hits; AID 759;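 active = GTP binding activity at least 20% away from the 100% baseline, either lowered as inhibitor or raised as activator; inconclusive = flagged as likely green fluorescent, judged across all proteins in the well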;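 note: 0% = unlabeled GTP competition control and 100% = no-compound control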
Target sequence (P01112 whole entry, looked up): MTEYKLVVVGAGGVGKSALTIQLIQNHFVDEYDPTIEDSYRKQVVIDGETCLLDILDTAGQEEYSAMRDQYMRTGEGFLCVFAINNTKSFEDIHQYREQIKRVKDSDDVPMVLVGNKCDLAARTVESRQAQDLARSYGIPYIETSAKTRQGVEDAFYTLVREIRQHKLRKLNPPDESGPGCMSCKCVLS
GSH fluor = compound fluoresces at 488/530 nm on GSH beads. 190,000 compounds, 0.25% hits. fluorescence (KMESF) at 10 µM. GSH beads flow cytometry, compound fluorescence 488/530 nm; stronger effect = higher value. AID 1776; in the data active = fluorescence above about 89;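 note: glutathione beads carrying GST-tagged Bcl family fusion proteins plus one bare bead set; values are compound well signal with DMSO vehicle wells as background; inactives centre near 16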
Avidin fluor = avidin bead compound fluorescence profile | Avidin beads, compound fluorescence 488/530 nm, flow cytometry; stronger effect = higher value | fluorescence (KMESF) at 10 µM | 220,000 compounds, 0.38% hits | AID 1775; in the data active = fluorescence above about 47; note: inactives centre near 10
ABCB1 block = human ABCB1 inhibition, ABCG2 as counter-screen; 190,000 compounds, 0.067% hits; inhibition, % at 6.6 µM; CCRF-Adr cells, JC-1 efflux, flow cytometry; in the data active = inhibition above about 40%;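 note: 0% = vehicle and 100% = reference inhibitor; higher value means more JC-1 retained so stronger ABCB1 efflux block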
Cdc42 wt GTP = human Cdc42 wildtype GTP binding change, either direction; P60953; GST-Cdc42 beads, Bodipy-GTP binding, flow cytometry; actives lie on both sides; percent activity (GTP binding), % at 10 µM; 190,000 compounds, 0.2% hits; AID 761;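 active = percent activity GTP binding at least 20 points away from the 100% baseline, either down as inhibitor or up as activator; inconclusive = compound flagged as likely green fluorescent from well-wide comparison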;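 note: median bead fluorescence of bound Bodipy-FL-GTP at 100 nM; 0% = excess unlabeled GTP control and 100% = no compound control; below 100% means less GTP binding so inhibitor and above means activator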
Target sequence (P60953 whole entry, looked up): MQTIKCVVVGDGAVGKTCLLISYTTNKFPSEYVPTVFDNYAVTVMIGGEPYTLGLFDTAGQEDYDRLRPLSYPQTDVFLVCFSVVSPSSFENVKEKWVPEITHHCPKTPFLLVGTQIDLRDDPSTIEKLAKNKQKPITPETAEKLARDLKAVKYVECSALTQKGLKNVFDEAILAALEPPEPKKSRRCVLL
Rac1 wt GTP bind = alters GTP binding to wildtype human Rac1; P63000; GST-Rac1 beads, fluorescent GTP binding, flow cytometry; actives lie on both sides; 0 = cold GTP competed, 100 = untreated; GTP binding activity (% of control), % at 10 µM; 190,000 compounds, 0.27% hits; AID 757;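 active = GTP binding activity at least 20 points away from the 100% control level, either lower or higher; inconclusive = compound flagged as likely green fluorescent, judged across all proteins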
Pf gamet viab = P. falciparum stage V gametocyte viability inhibition; P. falciparum stage V gametocytes, ATP luminescence, 24 h; inhibition, % at 10.9 µM; 150,000 compounds, 0.065% hits;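 active = inhibition above the mean plus 3 SD of compounds within the control limits, set per campaign, cut at about 38% in these data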;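 note: 0% = DMSO wells and 100% = medium only without gametocytes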
ABCG2 inh = human ABCG2 inhibition, ABCB1 as counter-screen. Q9UNQ0. IgMXP3 cells, JC-1 efflux, flow cytometry. AID 1325. 190,000 compounds, 0.1% hits. inhibition, % at 6.6 µM;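 active = inhibition above 80%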;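 note: 0% = DMSO and 100% = nicardipine control wells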
Target sequence (Q9UNQ0 whole entry, looked up): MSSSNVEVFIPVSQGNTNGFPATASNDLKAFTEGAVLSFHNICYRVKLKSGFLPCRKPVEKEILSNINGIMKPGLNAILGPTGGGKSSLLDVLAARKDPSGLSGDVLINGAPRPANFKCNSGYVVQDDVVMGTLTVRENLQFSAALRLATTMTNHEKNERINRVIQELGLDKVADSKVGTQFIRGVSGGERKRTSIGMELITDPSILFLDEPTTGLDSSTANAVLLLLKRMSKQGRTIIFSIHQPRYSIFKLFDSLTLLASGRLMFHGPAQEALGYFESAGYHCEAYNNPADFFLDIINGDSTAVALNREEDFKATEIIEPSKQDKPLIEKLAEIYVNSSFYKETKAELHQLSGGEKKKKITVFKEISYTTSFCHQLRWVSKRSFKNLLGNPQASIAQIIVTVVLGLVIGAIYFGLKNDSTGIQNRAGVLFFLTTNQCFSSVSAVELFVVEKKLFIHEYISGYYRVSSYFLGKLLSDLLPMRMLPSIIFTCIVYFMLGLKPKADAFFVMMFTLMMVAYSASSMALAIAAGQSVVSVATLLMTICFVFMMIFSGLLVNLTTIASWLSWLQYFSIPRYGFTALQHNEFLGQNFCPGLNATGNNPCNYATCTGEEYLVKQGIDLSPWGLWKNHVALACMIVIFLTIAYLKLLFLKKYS
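material = IgMXP3 (ABCG2) plus far-red-tagged CCRF-Adr (ABCB1) cells | amount = 3 million cells/mL, equal mix of both lines | also added = JC-1 transporter substrate | dosing = one concentration, 6.6 µM final | schedule = 10 min at 25 °C | measured by = flow cytometric JC-1 green MFI at 530 nm | read-out basis = percent efflux inhibition, scaled nicardipine 100% to DMSO 0%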
Rab7 wt GTP bind = modulators of GTP binding to dog Rab7 wildtype GTPase. GST-Rab7 beads, fluorescent GTP binding, flow cytometry; actives lie on both sides; untreated = 100%, excess cold GTP = 0%. GTP binding activity (percent of control), % at 10 µM. 190,000 compounds, 0.055% hits;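 active = fluorescent GTP binding to Rab7 beads changed by at least 20 points from the 100% baseline, either direction, mostly lower; inconclusive = compound itself probably fluorescent, or too few beads counted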;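 note: median green fluorescence of bound Bodipy-FL-GTP per Rab7 bead population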
Rac1 mut GTP = alters GTP binding to activated mutant human Rac1 | percent activity (GTP binding), % at 10 µM | 190,000 compounds, 0.11% hits | GST-Rac1 activated beads, fluorescent GTP binding, flow cytometry; actives lie on both sides; 100% means binding = to untreated wells;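 active = GTP binding at least 20 percentage points away from the 100% baseline, in either direction, so actives lie on both sides; inconclusive = Compound likely fluorescent itself, or too few beads counted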
Rab2A wt mod = changes GTP binding to wildtype dog Rab2A, up or down; P61105; GST-Rab2 wt beads, Bodipy-GTP binding, flow cytometry; GTP binding activity, % at 10 µM; 190,000 compounds, 0.19% hits;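 active = GTP binding activity at least 20 points away from 100%, either lowered or raised; inconclusive = signal likely due to the compound's own green fluorescence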;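 note: 0% = beads with excess unlabeled GTP and 100% = no-compound control corrected for plate trend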
* marks the source's active call; other numbers are inactive results; ? = inconclusive; nt = no result given.

# | mol | HRas wt GTP bind | GSH fluor | Avidin fluor | ABCB1 block | Cdc42 wt GTP | Rac1 wt GTP bind | Pf gamet viab | ABCG2 inh | Rab7 wt GTP bind | Rac1 mut GTP | Rab2A wt mod
1 | O=P(Cc1cccc[n+]1[O-])(c1ccccc1)c1ccccc1 | 98 | 25 | 5 | 1.2 | 100 | 103 | nt | 3 | 93 | 100 | 97
2 | C=CCNC(=O)/C(C#N)=C/c1ccc(C)o1 | 95 | 17 | 10 | 0.2 | 96 | 98 | -16 | 1 | 94 | 96 | 96
3 | CCCCNC(=O)CC1SC(=NCC)N(CC)C1=O (stereo not drawn) | 102 | 37 | 10 | 0.5 | 101 | 101 | nt | 0 | 100 | 98 | 100
4 | Cc1ccc(NC(=O)CSc2nnc(C3CC3)n2N)cc1S(=O)(=O)N1CCOCC1 | 97 | 19 | 4 | -0.4 | 99 | 101 | 5 | 0 | 95 | 98 | 99
5 | CN(C)S(=O)(=O)c1cc(C(=O)NCCCn2ccc3ccccc32)ccc1Cl | 98 | 33 | 8 | 0.1 | 100 | 102 | -43 | 1 | 100 | 97 | 99
6 | COc1cc(C2C(C#N)=C(N)Oc3c2ccc2ccccc32)ccc1OCC(=O)Nc1cccc(C)c1 (stereo not drawn) | 98 | 10 | 16 | 2.2 | 96 | 100 | -26 | 4 | 97 | 102 | 102
7 | Cc1ccc2nsnc2c1S(=O)(=O)N(Cc1cc2cccc(C)c2[nH]c1=O)CC1CCCO1 (stereo not drawn) | 99 | 21 | 10 | 5.1 | 99 | 100 | -19 | 14 | 102 | 98 | 99
8 | CCOC(=O)Nc1nnc(Cc2ccc(Cl)c(Cl)c2)s1 | 97 | 19 | 11 | 1.7 | 102 | 94 | -17 | 9 | 92 | 92 | 92
9 | COc1ccc(S(=O)(=O)N[C@@H](C)C(=O)OCC(=O)Nc2cc3oc4ccccc4c3cc2OC)cc1 | 100 | 7 | 8 | 0.2 | 98 | 98 | 9 | 1 | 102 | 98 | 98
10 | NC(=O)c1cc2ccccc2oc1=NCc1ccccc1 | 102 | 22 | 6 | 0.3 | 101 | 99 | 1 | 1 | 102 | 99 | 100
11 | Cc1ccc(C)c(C(=O)c2c(C)nc3sccn23)c1 | 97 | 51 | 10 | 0.6 | 97 | 97 | 0 | 2 | 95 | 93 | 99
12 | O=C(Cc1ccc(F)cc1)N(c1ccc(F)cc1)C1C=CS(=O)(=O)C1 (stereo not drawn) | 95 | 32 | 9 | -0.2 | 95 | 92 | nt | 0 | 93 | 90 | 94
13 | CCOC(=O)Cn1ccc(O)c(Cc2ccc(Cl)cc2Cl)c1=O | 99 | 18 | 8 | 0.3 | 97 | 104 | nt | 1 | 99 | 100 | 100
14 | CCOC(=O)C1(CCc2ccccc2)CCN(C(=O)C2CCOCC2)CC1 | 99 | 13 | 5 | 0.2 | 99 | 100 | -6 | 1 | 98 | 99 | 99
15 | N#Cc1c(N)nc2c(c1-c1cccc(O)c1)CCCCCC2 | 96 | 29 | 11 | 1.9 | 97 | 93 | nt | 7 | 95 | 92 | 94
16 | O=[N+]([O-])c1cccc(-c2c[n+]3c(n2-c2ccccc2)SCC3)c1 | 98 | 26 | 25 | 0.3 | 96 | 96 | 0 | 1 | 101 | 95 | 100
17 | Cc1nc2ccccc2n2c(-c3ccccc3)c3c(=O)n(C)c(=O)n(C)c3c12 | 107 | 11 | 9 | 3.0 | 106 | 119 | nt | 5 | 103 | 102 | 105
18 | Cc1ccc2oc3c(c(=O)c2c1)C(c1ccc(F)cc1)N(CCCN1CCOCC1)C3=O (stereo not drawn) | ? | 18 | 9 | -1.9 | ? | ? | nt | -2 | ? | ? | ?
19 | Cn1c(=O)c2c(ncn2CC(=O)N/N=C/C=C/c2ccccc2)n(C)c1=O | 102 | 11 | 20 | 0.3 | 106 | 106 | -3 | 20 | 105 | 99 | 102
20 | COC(=O)c1cc(OC)c(OC)cc1NC(=O)CN1CCCCC1 | 99 | 34 | 13 | 0.2 | 98 | 97 | nt | 2 | 97 | 91 | 98
21 | COc1ccc(Cl)cc1NC(=O)CSc1nncn1-c1cccnc1 | 100 | 35 | 11 | 0.2 | 102 | 103 | nt | 21 | 99 | 101 | 100
22 | N#CCC(=O)NCCCc1ccccc1 | 100 | 12 | 3 | 0.6 | 98 | 102 | nt | 5 | 101 | 100 | 100
23 | Cc1ccc2nc(SCC(=O)NCC3CCCO3)c(C#N)cc2c1 (stereo not drawn) | 99 | 7 | 14 | 0.6 | 98 | 100 | nt | 2 | 102 | 98 | 97
24 | Cn1nnc(NC(=O)CSc2ncn[nH]2)n1 | 101 | 27 | 14 | 0.6 | 102 | 103 | -24 | 27 | 101 | 98 | 102
25 | Cc1ccc(S(=O)(=O)Cn2nnnc2C(CC(C)C)N2CCN(C(=O)c3ccco3)CC2)cc1 (stereo not drawn) | 99 | 24 | 5 | 9.7 | 95 | 104 | -15 | 9 | 100 | 98 | 101
26 | CCN1CCc2c(OCC(=O)Nc3cccc(C)c3)cccc2C1=O | 99 | 8 | 26 | 1.1 | 94 | 95 | 18 | 6 | 103 | 96 | 96
27 | Cc1ccc(NC(=O)CSc2nn(-c3ccc(Cl)cc3)c(=S)s2)cc1S(=O)(=O)N(C)C | 98 | 5 | 8 | -0.9 | 96 | 98 | 12 | -12 | 95 | 95 | 99
28 | COc1ccc(CCNC(=O)CC2SC(=NCCC(C)C)NC2=O)cc1OC (stereo not drawn) | 102 | 16 | 10 | -0.1 | 109 | 103 | 18 | -1 | 99 | 101 | 103
29 | CCCc1nnc(NC(=O)CCC(=O)N2CCN(c3ccccn3)CC2)s1 | 103 | 12 | 26 | 0.0 | 102 | 104 | 7 | 2 | 103 | 99 | 103
30 | CCOC(=O)C1=C(C)NC(=O)/C1=C\N(C)C | 98 | 12 | 11 | 0.6 | 96 | 98 | nt | 5 | 95 | 96 | 98
31 | COC(=O)c1ccccc1SC1CC(=O)N(c2cccc(C)c2)C1=O (stereo not drawn) | 102 | 6 | 5 | -0.4 | 100 | 98 | 14 | -3 | 97 | 101 | 100
32 | COc1ccccc1C(=O)N/C(=C\c1ccc(Br)cc1)C(=O)NCCO | 101 | 15 | 15 | 0.5 | 104 | 103 | nt | 3 | 98 | 101 | 99
33 | Cc1nc(NC(=O)c2ccco2)sc1C(=O)Nc1ccc(Br)cc1 | 108 | 27 | 7 | -0.1 | 107 | 105 | nt | 0 | 105 | 101 | 106
34 | Cc1ccc(-c2csc(NC(=O)CCNC(=O)c3ccccc3Cl)n2)cc1 | 98 | 11 | 14 | 2.4 | 100 | 101 | 2 | 45 | 96 | 103 | 98
35 | Cc1ccc(C)c(NC(=O)CSc2nc(C)cc(C)c2C#N)c1 | 100 | 21 | 6 | 0.1 | 100 | 106 | nt | 1 | 97 | 99 | 99
36 | O=[N+]([O-])c1cccc(Cl)c1NCCNS(=O)(=O)c1ccccc1 | 100 | 79 | 11 | 1.0 | 99 | 100 | nt | 3 | 95 | 98 | 96
37 | OC(COc1ccccc1)CN1CCCCCC1 (stereo not drawn) | 102 | 17 | 11 | 0.0 | 99 | 102 | -16 | 0 | 101 | 98 | 99
38 | Cc1cccc(CSCC(=O)NCc2ccc(S(N)(=O)=O)cc2)c1 | 96 | 12 | 13 | 0.5 | 92 | 97 | -6 | 3 | 100 | 93 | 94
39 | CCC(CC)=N/N=C/c1c(O)n(CC)c2cc(C3=NNC(=O)CC3)ccc12 | 100 | 16 | 12 | 0.4 | 100 | 104 | 1 | 0 | 97 | 98 | 101
40 | CC(=O)c1cccc(N(CC(=O)Nc2ccc(F)cc2)S(C)(=O)=O)c1 | 99 | 10 | 13 | 0.3 | 103 | 101 | 3 | 7 | 100 | 100 | 100
41 | CCNC(=O)COC(=O)c1cc(-c2ccc(OC)cc2)nc2ccccc12 | 100 | 22 | 29 | 0.7 | 97 | 93 | nt | 1 | 97 | 94 | 97
42 | Cc1ccc(OCC(=O)c2ccc(Cl)s2)c([N+](=O)[O-])n1 | 99 | 9 | 8 | -0.7 | 102 | 104 | nt | -1 | 101 | 95 | 102
43 | C#CCn1c(=NC(=O)CSCC(=O)N2CCOCC2)sc2ccccc21 | 99 | 23 | 11 | 0.5 | 97 | 105 | -23 | 1 | 100 | 97 | 99
44 | CS(=O)(=O)N(CCc1ccccc1)CC(=O)NCc1ccc(Cl)cc1 | 96 | 11 | 2 | 1.2 | 95 | 99 | nt | 3 | 94 | 95 | 94
45 | Cc1cnc(NC(=O)CSc2ccccc2)s1 | 104 | 11 | 9 | 0.1 | 106 | 106 | nt | 1 | 100 | 103 | 104
46 | COC(=O)C(CC(=O)c1ccc(Cl)cc1)c1ccc(C(C)C)cc1 (stereo not drawn) | 97 | 55 | 2 | 0.1 | 96 | 97 | 8 | 0 | 94 | 97 | 96
47 | CCOc1ccc(S(=O)(=O)N2CCCCC2)c(C)c1C | 97 | 18 | 10 | 1.0 | 96 | 100 | -3 | 24 | 96 | 96 | 95
48 | CCNC(=O)CN(c1ccc(CC)cc1)S(C)(=O)=O | 101 | 9 | 13 | 0.1 | 103 | 103 | 13 | 0 | 96 | 97 | 98
49 | O=C(COC(=O)c1c(Cl)cccc1Cl)NC1CCCCC1 | 96 | 15 | 17 | 0.7 | 97 | 98 | 4 | 2 | 94 | 98 | 98
50 | CC1=Nc2cc(C(=O)NCc3ccco3)ccc2Sc2ccc(C)cc21 | 101 | 4 | 6 | 1.1 | 99 | 105 | nt | 2 | 103 | 100 | 98
51 | O=C(C[n+]1cc(-c2ccccc2)n2c1CCC2)OCc1ccccc1 | 98 | 20 | 7 | 0.0 | 99 | 101 | nt | 0 | 102 | 98 | 99
52 | CCOC(=O)C1=C(C)NC2=C(C(=O)CCC2)C1c1cc(OC)ccc1OC (stereo not drawn) | 95 | 23 | 9 | 0.4 | 98 | 95 | -3 | 1 | 92 | 96 | 94
53 | Cc1ccc(OCC(=O)N/N=C/c2c[nH]c3ccccc23)c([N+](=O)[O-])c1 | 98 | 17 | 20 | 0.7 | 99 | 100 | nt | 8 | 98 | 99 | 95
54 | Cc1ccc(NC(=O)C2(c3ccccc3)CCOCC2)cc1 | 97 | 17 | 8 | 1.5 | 97 | 97 | 8 | 5 | 98 | 97 | 97
55 | CCOc1cc(/C=C2/NC(=O)N(CC(=O)OC)C2=O)ccc1OC | 100 | 10 | 10 | 0.4 | 101 | 104 | -11 | 4 | 104 | 96 | 102

Screens (PubChem)
